Screens deposited in PubChem BioAssay by several laboratories.
DNA FID counter: compounds displacing fluorescent DNA intercalator, primary screen, artefact control for HCV NS3 helicase inhibitor project, biochemical, FID fluorescence. DNA fluorescent intercalator displacement. 290,000 tested, 0.17% active. inhibition, % at 7.9 µM. AID 1845, 2009; in the data active = inhibition above about 37%;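 note: 0% = vehicle and 100% = reference compound; higher means more ethidium bromide displaced from hairpin DNA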
VIM-2 inhibitor: VIM-2 metallo-beta-lactamase inhibitors, primary screen, biochemical, epi-absorbance readout, Pseudomonas aeruginosa enzyme; inhibition, % at 5.6 µM; 290,000 tested, 0.89% active; purified VIM-2, nitrocefin hydrolysis, epi-absorbance fluorescence;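 active = inhibition above the mean of all tested compounds plus 3 SD, cutoff set per screening run, cut at about 7.5% in these data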;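 note: red hydrolysis product quenches plate fluorescence so inhibitors raise well fluorescence; 0% = enzyme with DMSO and 100% = DMSO without enzyme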
M18AAP inhibitor: PfM18AAP inhibitors, malaria aminopeptidase, primary screen, biochemical, QFRET, recombinant enzyme; H-Glu-NHMec fluorogenic cleavage; 290,000 tested, 1.2% active; M18 aspartyl aminopeptidase (Plasmodium falciparum 3D7); inhibition, % at 7.35 µM;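 active = inhibition above the campaign mean inhibition over all tested compounds plus 3 SD, cut at about 28% in these data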;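 note: 0% = plate median of test compound wells and 100% = 2 mM ZnCl2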
UBC9 SUMO inh: inhibitors of in vitro SUMOylation cascade, primary screen, biochemical, HTRF, uHTS; SUMO-conjugating enzyme UBC9 (Homo sapiens), P63279; HTRF SUMOylation assay, SAE1/SAE2 + UBC9; inhibition, % at 35 µM; 290,000 tested, 0.36% active; AID 2006, 2009; in the data active = inhibition above about 50%, passing the limit was not always enough; note: strong numbers were not always called active
Target sequence (P63279 whole entry, looked up): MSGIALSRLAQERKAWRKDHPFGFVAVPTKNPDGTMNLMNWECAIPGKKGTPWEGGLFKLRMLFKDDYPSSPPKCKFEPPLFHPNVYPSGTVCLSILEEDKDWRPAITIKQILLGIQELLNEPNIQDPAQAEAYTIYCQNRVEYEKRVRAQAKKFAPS
IMP-1 inhibitor: IMP-1 metallo-beta-lactamase inhibitors, primary screen, biochemical, epi-absorbance readout, Pseudomonas aeruginosa enzyme | purified IMP-1, nitrocefin hydrolysis, epi-absorbance fluorescence | 290,000 tested, 0.45% active | AID 1556, 2009 | inhibition, % at 5.6 µM | metallo-beta-lactamase IMP-1 (Pseudomonas aeruginosa);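 active = inhibition above the mean plus 3 SD of all compounds in the same screening run, cut at about 4.5% in these data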;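 note: 0% = IMP-1 with DMSO and 100% = DMSO wells lacking enzyme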
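System – purified recombinant IMP-1 beta-lactamase · Input – IMP-1 dispensed at 0.2 nM · Timing – 15 min preincubation plus 25 min reaction at 25 °C · Signal – Epi-absorbance fluorescence, 480 nm excitation, 530 nm emission · Measure – percent IMP-1 inhibition derived from blank-referenced optical density · Controls – Enzyme-plus-DMSO low control, enzyme-free DMSO high control · Replication – singlicate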
MEKK2 WT-MEK5: modulators of MEK5 binding to wildtype MEKK2, primary screen, biochemical, multiplex bead flow cytometry, Alexa488-MEK5. binding response (% of control), % at 10 µM. Alexa488-MEK5 binding to MEKK2 WT; actives lie on both sides. 290,000 tested, 1.1% active. Mitogen-activated protein kinase kinase kinase 2 (Homo sapiens), Q9Y2U5. AID 1531, 2009; in the data active = binding response below about 67% or above about 130%
NALP1 yeast inh: NALP1 inflammasome inhibitors in reconstituted yeast, colorimetric, S. cerevisiae, triplicate retest | S. cerevisiae NALP1/ASC/caspase-1 growth, X-gal OD620, 72 h | inhibition, % at 10 µM | 280,000 tested, 0.61% active | AID 2071, 2009; in the data active = inhibition mostly above about 24%, no sharp cut-off; inactive = mostly below about 32%; note: some compounds called inactive have numbers as strong as hits
NS3 helicase inh: inhibitors of HCV NS3 helicase, primary screen, biochemical, Cy5 molecular beacon fluorescence | Hepatitis C virus NS3 helicase | NS3 helicase DNA unwinding | inhibition, % at 10.9 µM | 290,000 tested, 0.56% active;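 active = inhibition above the mean of all tested compounds plus 3 SD, set per campaign, cut at about 35% in these data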;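 note: 0% = DMSO wells and 100% = thioflavine S control wells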
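Test system: hepatitis C virus NS3 helicase domain fragment enzyme. Also added: annealed dual-labelled DNA beacon duplex, ATP-started. Timing: 60 min unwinding reaction at 25 °C after ATP addition. Technique: Cy5 fluorescence. Measure: % inhibition of unwinding.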
MEKK2mut PB1 HTS: MEK5 binding signal on mutant MEKK2 PB1, primary screen, biochemical, multiplex bead flow cytometry, Alexa488-MEK5; Alexa488-MEK5 binding to MEKK2 mutant; percent response, % at 10 µM; 290,000 tested, 0.35% active; in the data active = percent response above about 24%, passing the limit was not always enough; note: inactives centre near 1; some results filed as inactive read as strong as hits
* hit, by the source's call; · = not tested or not shown.

SMILES | DNA FID counter | VIM-2 inhibitor | M18AAP inhibitor | UBC9 SUMO inh | IMP-1 inhibitor | MEKK2 WT-MEK5 | NALP1 yeast inh | NS3 helicase inh | MEKK2mut PB1 HTS
Cc1cc(NC(C)C)n2c(nc3ccccc32)c1C#N | 1.5 | 6.9 | -0.7 | 18.4 | -2.2 | 106.0 | 14.0 | 4.6 | 0.0
Cc1ccc(NC(=O)CCS(=O)(=O)c2ccccc2)cc1S(=O)(=O)N1CCOCC1 | -9.6 | -4.0 | -3.7 | 19.2 | -3.3 | · | 11.7 | -2.5 | ·
Cc1cc(O)c(C(=O)/C=C/c2ccc(Cl)cc2)c(=O)o1 | -20.6 | -1.7 | 18.0 | 14.2 | 0.7 | 93.0 | 12.9 | 32.7 | 0.0
N#CCCn1cc(C(CC(=O)c2ccc(Br)cc2)C(=O)O)c2ccccc21 (stereo not drawn) | -32.3 | -1.0 | -3.1 | -1.5 | -3.5 | 104.0 | -15.6 | 14.1 | 3.0
CC(=O)c1cccc(NC(=O)CCCOc2ccc(C)cc2)c1 | -16.7 | -1.0 | -6.9 | 1.4 | 1.2 | 107.0 | 31.5 | -3.1 | 2.0
CC(C)N1CCc2c(sc(NC(=O)c3cc(-c4cccs4)nc4ccccc34)c2C(N)=O)C1 | 4.6 | 19.8* | 3.6 | -4.3 | -2.1 | 121.0 | 38.6 | -84.2 | 13.0
COc1ccc(NC(=O)c2cc(=O)[nH]c3ccccc23)cc1 | -7.6 | 0.0 | -5.5 | 8.5 | 0.8 | 105.0 | 23.3 | 6.7 | 1.0
CCN(c1cccc(C)c1)S(=O)(=O)c1ccc2c(c1)NC(=O)CS2 | -26.8 | 0.8 | 1.1 | 18.4 | -2.8 | 98.0 | 5.5 | -5.2 | -2.0
Cc1sc(NC(=O)CCl)c(C(=O)c2ccccc2)c1C | -12.3 | -4.1 | 13.4 | -5.7 | 0.1 | 98.0 | 29.0 | 7.6 | -5.0
CCOC(=O)CCCN1CC(O)=C(c2nc(-c3ccc(Cl)cc3)cs2)C1=N | -5.8 | -0.9 | -9.2 | -15.7 | -2.2 | 93.0 | -0.2 | 18.8 | -9.0
Cc1ccc(Nc2nc(-c3ccc(S(=O)(=O)N4CCOCC4)cc3)cs2)cc1Cl | 1.3 | -0.6 | -6.4 | 4.1 | -0.1 | 115.0 | 18.7 | 8.4 | 3.0
OC(CSc1ccccc1Cl)CN1CCN(c2ccccc2F)CC1 (stereo not drawn) | 1.2 | -1.4 | -7.7 | -1.7 | -1.0 | 125.0 | 43.9 | -35.1 | 14.0
CC(SCC(=O)Nc1ccc(S(=O)(=O)N2CCCCC2)cc1)C(=O)O (stereo not drawn) | -6.7 | -3.6 | 6.1 | -3.5 | -3.6 | 98.0 | 0.5 | 1.7 | 5.0
COc1cc(C)c(CNc2cc(C)cc(C)c2)cc1C | -0.7 | -3.0 | 6.0 | -5.0 | -0.2 | 93.0 | 10.3 | 0.3 | -7.0
COc1ccc(/C=N/N2CCN(C3c4ccccc4-c4ccccc43)CC2)cc1OC | -5.0 | -1.6 | 2.5 | 9.0 | -2.2 | 106.0 | · | -9.5 | 8.0
CC(Cc1cccs1)NC(=O)Nc1cccc(Cl)c1 (stereo not drawn) | -1.9 | -4.0 | -2.0 | -6.8 | -4.5 | · | 20.6 | 2.0 | ·
Cc1cc(NC(=O)C2Oc3ccccc3OC2C)no1 (stereo not drawn) | -4.4 | -3.8 | -7.9 | -5.7 | -3.1 | 104.0 | 8.2 | -6.1 | 7.0
CCOc1ccc2nc(N3CCCC(C(=O)NCCCN4CCOCC4)C3)sc2c1 (stereo not drawn) | 13.7 | -1.0 | -5.6 | 5.1 | -3.2 | 111.0 | 33.3 | -5.2 | 11.0
CCN(CC)C(=O)CN(C#N)c1nc(NC(C)C)nc(NC(C)C)n1 | -8.0 | -2.6 | 5.9 | -12.1 | -3.5 | 101.0 | 15.3 | 0.0 | 3.0
Cc1ccc(S(=O)(=O)NCC(=O)OCC(=O)N2N=C(c3ccc(Cl)cc3)CC2c2ccco2)cc1C (stereo not drawn) | -4.4 | -2.3 | -2.6 | -24.2 | -1.6 | 102.0 | 27.0 | 2.8 | 1.0
CCOc1ccc(CSC(=N)N)cc1[N+](=O)[O-] | 7.8 | -0.8 | -4.5 | 11.3 | -0.2 | · | 12.3 | 0.6 | ·
COC(=O)c1ccc(Cn2nnc3c(=O)[nH]c(C4CCN(S(=O)(=O)c5cc(C)ccc5C)CC4)nc32)cc1 | -45.4 | -2.4 | -3.7 | 6.0 | -1.6 | 97.0 | 6.7 | -10.0 | 2.0
CCOC(=O)CSc1snnc1-c1ccccc1 | -3.4 | 0.4 | -16.8 | 12.0 | -1.8 | 101.0 | 14.9 | -2.2 | 6.0
O=c1[nH]c(-c2ccccc2)c(-c2ccccc2)nc1[N+](=O)[O-] | 1.4 | -2.4 | -2.1 | 0.1 | -0.4 | 101.0 | 1.6 | 3.7 | 0.0
CCOC(=O)N1CCN(C(=O)CSc2nc3c([nH]c4ccccc43)c(=O)n2CCOC)CC1 | -38.8 | 1.2 | -5.6 | 2.8 | -1.5 | 105.0 | 11.1 | -0.6 | 2.0

Reprinted at random: 4 entries already listed.
SMILES | DNA FID counter | VIM-2 inhibitor | M18AAP inhibitor | UBC9 SUMO inh | IMP-1 inhibitor | MEKK2 WT-MEK5 | NALP1 yeast inh | NS3 helicase inh | MEKK2mut PB1 HTS
N#CCCn1cc(C(CC(=O)c2ccc(Br)cc2)C(=O)O)c2ccccc21 (stereo not drawn) | -32.3 | -1.0 | -3.1 | -1.5 | -3.5 | 104.0 | -15.6 | 14.1 | 3.0
COC(=O)c1ccc(Cn2nnc3c(=O)[nH]c(C4CCN(S(=O)(=O)c5cc(C)ccc5C)CC4)nc32)cc1 | -45.4 | -2.4 | -3.7 | 6.0 | -1.6 | 97.0 | 6.7 | -10.0 | 2.0
CCOc1ccc(CSC(=N)N)cc1[N+](=O)[O-] | 7.8 | -0.8 | -4.5 | 11.3 | -0.2 | · | 12.3 | 0.6 | ·
CCN(c1cccc(C)c1)S(=O)(=O)c1ccc2c(c1)NC(=O)CS2 | -26.8 | 0.8 | 1.1 | 18.4 | -2.8 | 98.0 | 5.5 | -5.2 | -2.0

Remaining list, next part.
SMILES | DNA FID counter | VIM-2 inhibitor | M18AAP inhibitor | UBC9 SUMO inh | IMP-1 inhibitor | MEKK2 WT-MEK5 | NALP1 yeast inh | NS3 helicase inh | MEKK2mut PB1 HTS
CCOC(=O)C(Cc1ccccc1)NC(=O)CCc1nnc2ccc(N3CCCCC3)nn12 (stereo not drawn) | -59.9 | -2.9 | 1.1 | 18.0 | -2.5 | 100.0 | 2.2 | 25.0 | 1.0
Cc1ccc(NC(=O)c2cc(S(=O)(=O)N3CCOCC3)cn2C)c(C)c1 | -20.8 | -3.5 | -7.7 | 0.2 | -3.5 | 101.0 | -0.5 | -3.3 | 9.0
CCOC(=O)N1CCN(C(=O)COc2ccc([N+](=O)[O-])cc2)CC1 | 2.3 | -1.3 | -3.6 | -11.6 | -2.4 | 98.0 | -7.5 | -6.0 | -4.0
CN1C(=O)C(C)(C)c2cc(S(=O)(=O)NCC3CCC(C(=O)NCc4ccc(F)cc4)CC3)ccc21 (stereo not drawn) | -49.4 | -2.8 | 4.3 | -5.0 | -5.1 | 110.0 | -7.6 | -5.4 | 4.0
O=C(Cn1c(COc2ccccc2)nc2ccccc21)Nc1cc(Cl)c(Cl)cc1Cl | -0.2 | -1.6 | -1.3 | -2.8 | -1.3 | 103.0 | 12.4 | -2.2 | 4.0
O=C(C1=NN[C@@H]2C(=O)N(c3cccc(C(F)(F)F)c3)C(=O)[C@H]12)C(c1ccccc1)c1ccccc1 | -12.2 | -2.0 | -7.8 | -11.4 | -2.7 | 103.0 | 22.0 | -5.7 | 11.0
CCn1cc(CN2CCC(C(=O)Nc3cccc(-c4cccc(F)c4)c3)CC2)cn1 | 22.3 | -2.3 | -13.1 | 24.2 | -1.5 | 128.0 | 20.2 | -22.7 | 11.0
CC1CN2C(c3ccc(Cl)cc3)=CSC2=N1 (stereo not drawn) | 2.8 | 1.1 | 9.8 | 10.9 | -1.5 | 106.0 | 19.8 | -1.1 | 1.0
CCOC(=O)C1CCCN(C(=O)c2cc3cc(Br)ccc3oc2=O)C1 (stereo not drawn) | -10.8 | -2.9 | -8.2 | -13.9 | -2.7 | 69.0 | 5.6 | -4.5 | -17.0
COCC(=O)NNC(=O)c1ccccc1OC | -3.4 | -2.1 | 0.7 | 8.4 | -4.6 | 98.0 | 8.0 | 1.0 | 0.0
Cc1cc(=O)oc2c1c(C)nn2-c1nn[nH]n1 | 1.7 | -2.0 | -0.4 | 0.9 | -0.3 | 101.0 | 14.5 | 0.7 | 0.0
COc1ccc(CCN2CC(C(=O)NCc3cccc4[nH]ccc34)CCC2=O)cc1 (stereo not drawn) | -33.0 | -0.9 | 1.2 | 8.6 | -0.6 | 105.0 | 10.7 | 4.1 | 7.0
Cc1cc(C)nc(Nc2ncc(O)n2-c2ccccc2)n1 | -5.5 | -5.4 | -3.4 | 29.8 | -3.7 | 107.0 | -12.1 | -9.2 | 4.0
CC(NC(=O)c1cc2c(s1)CCCC2)C(C)(C)C (stereo not drawn) | -12.8 | 0.9 | 3.0 | 8.6 | 3.1 | 101.0 | 0.3 | 0.5 | 4.0
Cc1ccc(NS(=O)(=O)c2ccc(OCC(=O)NCc3ccco3)cc2)cc1 | -22.1 | -3.3 | 1.1 | 1.1 | -3.2 | 97.0 | 5.1 | 1.2 | -4.0
COc1ccc(OC)c(NC(=O)C2CCCCC2C(=O)O)c1 (stereo not drawn) | 3.7 | 0.9 | 5.4 | 8.4 | -2.5 | 99.0 | -4.0 | -0.6 | 8.0
CN(c1ccc(C(=O)O)cc1)S(=O)(=O)c1ccc(Cl)cc1 | -11.4 | -2.3 | 10.8 | 1.8 | -2.7 | 107.0 | 0.2 | 1.9 | 6.0
COc1cccc(NC(=O)CSc2nn3c(=O)c(C)nnc3s2)c1 | -2.1 | -2.6 | 5.3 | 6.9 | -4.0 | 96.0 | -12.6 | 4.3 | 0.0
CCOc1cc(-c2cc(-c3ccc(C)cc3)nc(N)c2C#N)ccc1O | -25.5 | -0.4 | 10.0 | -10.0 | -2.6 | 110.0 | 9.9 | -16.8 | 1.0
CCCCOC(=O)Nc1cccc(C(=O)OCC)c1 | -18.6 | -3.5 | -8.7 | 9.3 | -3.6 | 101.0 | 1.0 | 0.9 | 13.0
Cc1nn(Cc2ccccc2)c(=O)n1N(C)c1ncc(C(F)(F)F)cc1Cl | -18.4 | -3.8 | -7.3 | -10.3 | -2.2 | 109.0 | 11.7 | 5.7 | 5.0
